Source: PubChem BioAssay
FBA Mtb inh: inhibitors of M. tuberculosis fructose-bisphosphate aldolase; purified M. tuberculosis FBA, fluorescence read-out; inhibition, % at 1 µM; 2.3% of 360,000 active; AID 588726; in the data active = inhibition above about 27%;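 note: 0% = vehicle and 100% = reference inhibitor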
Target sequence (P9WQA3 whole entry, looked up): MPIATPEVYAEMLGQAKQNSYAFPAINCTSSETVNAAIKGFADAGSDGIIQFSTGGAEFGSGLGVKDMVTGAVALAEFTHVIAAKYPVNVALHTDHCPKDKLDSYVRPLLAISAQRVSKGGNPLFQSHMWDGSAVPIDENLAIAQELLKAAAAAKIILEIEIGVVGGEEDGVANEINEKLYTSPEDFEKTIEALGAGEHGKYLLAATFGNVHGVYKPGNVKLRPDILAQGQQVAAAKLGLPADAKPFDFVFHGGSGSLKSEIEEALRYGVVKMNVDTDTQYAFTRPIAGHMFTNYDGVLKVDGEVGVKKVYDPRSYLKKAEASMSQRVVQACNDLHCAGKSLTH
FadD28 FP inh: M. tuberculosis FadD28 bisubstrate binding inhibition | FadD28 bisubstrate probe binding, fluorescence polarization | inhibition, % at 12.5 µM | 0.22% of 360,000 active | AID 588549; in the data active = inhibition above about 8.5%, passing the limit was not always enough; inconclusive = no clear call, values can overlap the other calls
UGM FP inh: blocks M. tuberculosis UGM enzyme; 0.06% of 320,000 active; inhibition, % at 10 µM; P9WIQ1; purified UGM, fluorescence polarization probe displacement; in the data active = inhibition above about 10%, passing the limit was not always enough; inconclusive = no clear call, values can overlap the other calls
Target sequence (P9WIQ1 whole entry, looked up): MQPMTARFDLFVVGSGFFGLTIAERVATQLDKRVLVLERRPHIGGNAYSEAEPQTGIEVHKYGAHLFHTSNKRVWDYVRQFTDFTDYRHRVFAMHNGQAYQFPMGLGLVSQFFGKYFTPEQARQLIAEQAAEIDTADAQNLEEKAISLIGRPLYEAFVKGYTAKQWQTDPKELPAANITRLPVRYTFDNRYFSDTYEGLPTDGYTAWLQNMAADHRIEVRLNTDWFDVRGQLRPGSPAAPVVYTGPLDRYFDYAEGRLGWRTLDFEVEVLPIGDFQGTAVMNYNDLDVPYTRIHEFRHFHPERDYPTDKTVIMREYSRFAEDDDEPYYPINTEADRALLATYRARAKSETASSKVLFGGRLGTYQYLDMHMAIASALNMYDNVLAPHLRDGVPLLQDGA
BioA inh: blocks M. tuberculosis BioA enzyme activity | 0.096% of 360,000 active | inhibition, % at 9.99 µM | purified M. tuberculosis BioA enzyme, plate reader | AID 602481; in the data active = inhibition above about 40%; inconclusive = no clear call, values can overlap the other calls
MazEF act: increases E. coli MazEF RNase cleavage of RNA; P0AE70; FAM/BHQ RNA-DNA oligo cleavage fluorescence, 5 h; activation, % at 20 µM; 0.32% of 350,000 active; in the data active = activation above about 50%
Target sequence (P0AE70 whole entry, looked up): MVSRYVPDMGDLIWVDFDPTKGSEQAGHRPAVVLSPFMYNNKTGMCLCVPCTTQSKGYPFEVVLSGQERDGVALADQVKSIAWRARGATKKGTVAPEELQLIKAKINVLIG
PrPC surface inh: reduces human prion protein on the cell surface; inhibition, % at 13.8 µM; P04156; AID 720596; 0.43% of 370,000 active; cell surface PrPC, TR-FRET read-out; in the data active = inhibition above about 24%; note: 0% = median of the test wells and 100% = reference compound wells
Rv3671c protease: inhibits the M. tuberculosis serine protease Rv3671c. inhibition, % at 5.96 µM. 0.048% of 320,000 active; in the data active = inhibition above about 38%;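 note: extracellular domain of Rv3671c used as enzyme; 0% = enzyme with DMSO and 100% = no enzyme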
BoNT F protease: inhibitors of Botulinum neurotoxin F light chain protease. Multiplex microsphere protease cleavage assay, flow cytometry. inhibition, % at 10 µM. 0.22% of 360,000 active. AID 588497; in the data active = inhibition above about 35%, passing the limit was not always enough; inconclusive = no clear call, values can overlap the other calls; note: plate controls were buffer without enzyme for full effect and enzyme alone for no effect
GDH-TPI inh: counter-screen for M. tuberculosis FBA inhibitors: GDH-TPI coupled enzymes | 1.2% of 360,000 active | AID 588335 | GDH-TPI coupled enzyme counterscreen, NADH absorbance | inhibition, % at 4.8 µM; in the data active = inhibition above about 30%;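 note: 0% = DMSO wells and 100% = wells lacking the enzyme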
The depositor's hits bear a star; ? = inconclusive; . = not tested or not shown; & = joins results of further samples.

SMILES | FBA Mtb inh | FadD28 FP inh | UGM FP inh | BioA inh | MazEF act | PrPC surface inh | Rv3671c protease | BoNT F protease | GDH-TPI inh
O=C(COC(=O)CNC(=O)c1ccccc1)NC1CCCC1 | -1.7 | -0.6 | . | -1.4 | 1.5 | 5.6 | . | -7.1 | 3.2
COc1cccc(C(O)c2nc(-c3ccc(F)cc3OC)cs2)c1 (stereo unspecified) | -2.8 | -3.1 | . | -0.7 | . | 7.6 | . | -0.7 | -5.8
CCOc1cccc(SCc2noc(C(=O)NC(C)C)c2C(=O)O)c1 | . | . | 6.0 | . | -2.5 | -6.0 | -1.6 | . | .
NC(=S)N=Nc1c(O)cc(O)c2[nH]c(=O)ccc12 | -4.2 | 29.7* | . | . | 9.2 | -15.0 | . | -12.8 | 37.2*
CSC1=NCCN1C(=O)c1c(F)cccc1F | 6.3 | -0.5 | 0.2 | -1.6 | 4.8 | -4.3 | 1.8 | -3.3 | 6.1
NC(=O)c1ccccc1N=Cc1ccc2ccccc2c1 | 12.0 | -1.0 | 0.3 | . | -4.0 | -3.2 | -2.2 | -0.3 | 0.4
CN1CCN(Cc2nc3c(c(=O)[nH]c(=O)n3C)n2CCc2ccccc2)CC1 | -2.2 | -3.5 | 1.2 | 1.4 | 2.3 | 0.3 | -4.1 | -9.1 | 4.3
S=C(CN1CCCC1=S)NCCc1ccccc1 | 1.3 | -0.5 | 2.4 | . | 7.8 | 9.1 | 0.3 | -2.1 | -3.4
CN(CC(=O)Nc1cccc(F)c1)C(=O)c1ccccc1CCc1ccccc1 | -2.6 | -2.5 | -0.8 | 1.0 | -2.1 | 2.2 | -3.0 | -13.8 | 6.6
O=C(C[n+]1ccccc1)N/N=C/c1ccccc1Cl | 1.9 | -3.5 | -3.2 | -2.1 | 0.2 | 0.1 | -2.7 | 3.5 | 1.3
O=C(Nc1cccc(Cl)c1)c1csc(COCCO)n1 | 4.9 | -0.1 | . | 0.6 | . | 9.3 | . | -2.0 | 10.6
NC(=O)c1sc2nc(N3CCOCC3)c3c(c2c1N)CCCC3 | 4.8 | -1.1 | -2.4 | 6.1 | -9.3 | -11.3 | -3.3 | 8.4 | 15.5
C(=C\c1nccc2c1[nH]c1ccccc12)/c1ccccc1 | 90.6* | -6.6 | -0.1 | . | 38.5 | 13.7 | -40.5 | ? | 7.4
CCCCNS(=O)(=O)c1ccc2nc(SCC(=O)Nc3ccccc3Cl)[nH]c2c1 | 2.5 | -3.9 | 0.7 | . | -3.1 | 8.3 | -29.6 | -4.5 | -5.0
O=C1[C@H](Cc2ccccc2)NCCCC[C@H](c2ccc(Cl)cc2)N1Cc1ccccc1 | 3.2 | -2.3 | . | -0.5 | -3.5 | 7.0 | . | -3.9 | -5.7
COc1ccc(CN2CC(C(=O)NCCC3=CCCCC3)CC2=O)cc1 (stereo unspecified) | -2.4 | -1.0 | -0.7 | 0.1 | -5.8 | -4.6 | -7.3 | -1.2 | -4.9
CCn1c(SCC(=O)Nc2ccc(C)cc2)nc(O)cc1=O | 2.7 | -1.2 | 1.0 | -1.1 | -0.1 | -0.3 | 0.1 | 42.3* | -3.1
OC(Cn1cncn1)(c1ccc(F)cc1)c1ccc(Cl)cc1 (stereo unspecified) | -0.4 | -3.4 | 0.4 | 0.9 | 8.6 | 3.6 | -2.9 | ? | -1.9
CCOC(=O)C(CC)n1nc(C)n2c(cc3sccc32)c1=O (stereo unspecified) | 5.0 | -3.1 | 1.8 | 4.7 | 12.2 | 21.9 | 3.8 | 0.8 | 9.6
Cc1cccc(C(=O)NNC(=O)c2ccc(NC(=O)C(C)(C)C)cc2)c1 | 0.5 | 0.0 | 0.3 | -1.3 | -13.1 | -4.7 | -10.9 | ? | -0.4
CCN(CC)C(=O)[C@H]1CC(CC(=O)NCCCOC)C(=O)N2CCc3c([nH]c4ccccc34)[C@]12C (stereo partly specified) | 1.5 | 0.5 | -1.0 | -3.0 | 3.9 | 8.8 | 6.7 | -8.7 | 12.5
Cc1ccc(Sc2ncccc2C(=O)O)cc1 | -3.9 | -1.8 | -0.3 | -0.2 | 2.7 | 0.1 | 3.8 | -3.5 | 3.7
CCCC(=O)NC(=S)Nc1ccc(S(=O)(=O)N2CCc3ccccc32)cc1 | 1.5 | -3.0 | 0.4 | -0.7 | -4.1 | 11.9 | -15.3 | ? | -0.8
COc1ccccc1C(=O)N/C(=C\c1ccc(Br)cc1)C(=O)NCC(=O)O | 0.0 | -1.0 | -1.3 | . | -21.4 | -1.5 | -6.9 | -17.0 | 2.2
O=C(CSCc1ccccc1)N1CCN(C(=O)c2ccco2)CC1 | 1.8 | -1.8 | 0.2 | . | 0.1 | 1.3 | 0.6 | 9.1 | 10.8

Reprinted from the part before: 6 compounds, then new ones.
SMILES | FBA Mtb inh | FadD28 FP inh | UGM FP inh | BioA inh | MazEF act | PrPC surface inh | Rv3671c protease | BoNT F protease | GDH-TPI inh
Cc1cccc(C(=O)NNC(=O)c2ccc(NC(=O)C(C)(C)C)cc2)c1 | 0.5 | 0.0 | 0.3 | -1.3 | -13.1 | -4.7 | -10.9 | ? | -0.4
CCN(CC)C(=O)[C@H]1CC(CC(=O)NCCCOC)C(=O)N2CCc3c([nH]c4ccccc34)[C@]12C (stereo partly specified) | 1.5 | 0.5 | -1.0 | -3.0 | 3.9 | 8.8 | 6.7 | -8.7 | 12.5
Cc1ccc(Sc2ncccc2C(=O)O)cc1 | -3.9 | -1.8 | -0.3 | -0.2 | 2.7 | 0.1 | 3.8 | -3.5 | 3.7
CCCC(=O)NC(=S)Nc1ccc(S(=O)(=O)N2CCc3ccccc32)cc1 | 1.5 | -3.0 | 0.4 | -0.7 | -4.1 | 11.9 | -15.3 | ? | -0.8
COc1ccccc1C(=O)N/C(=C\c1ccc(Br)cc1)C(=O)NCC(=O)O | 0.0 | -1.0 | -1.3 | . | -21.4 | -1.5 | -6.9 | -17.0 | 2.2
O=C(CSCc1ccccc1)N1CCN(C(=O)c2ccco2)CC1 | 1.8 | -1.8 | 0.2 | . | 0.1 | 1.3 | 0.6 | 9.1 | 10.8
Cc1ccc(C)c(NC(=O)CCNS(=O)(=O)c2ccc3[nH]c(=O)oc3c2)c1 | 1.8 | -0.4 | -1.5 | 0.0 | -22.9 | 0.2&12.4 | 1.1 | -9.4 | 5.2
O=C1c2cccc([N+](=O)[O-])c2C(=O)N1c1cccnc1 | 2.4 | -0.1 | 3.1 | . | 6.8 | 0.1 | 0.8 | -0.9 | 2.9
COc1ccccc1N1CCN(C2CCCC(C)C2)CC1 (stereo unspecified) | -1.7 | -0.3 | 3.8 | -0.2 | 1.4 | 8.2 | 0.8 | -0.4 | 1.4
C[C@H]1CN([C@@H](C)CO)C(=O)c2cc(Br)cnc2O[C@@H]1CN(C)C(=O)C1CCC1 | 1.3 | 0.0 | . | -1.6&2.5 | -11.9 | -10.3 | . | -7.2 | 7.2
Cc1cc(C)cc(CC(=O)N2CCC2(C)C(=O)NS(=O)(=O)c2ccc(C(C)(C)C)cc2)c1 (stereo unspecified) | -1.5 | -3.0 | . | 0.9 | . | -4.4 | . | 0.6 | 0.9
O=C(NC1CCCC1)C(c1ccccc1)N(C(=O)c1ccno1)c1cccnc1 (stereo unspecified) | 0.9 | -1.1 | -0.1 | -2.3 | -0.5 | 6.2 | 1.4 | -18.9 | 0.0
COc1ccccc1C(=O)Nc1cccc(S(=O)(=O)N2CCCC2)c1 | 2.8 | 1.2 | 3.7 | -0.1 | 7.0 | 6.7 | -0.9 | 4.0 | 9.9
CCCCC(C(=O)NC1CCCC1)N(C(=O)c1snc(C(N)=O)c1N)c1ccc(OCC)cc1 (stereo unspecified) | 1.0 | -1.0 | -3.9 | -2.5 | -4.1 | -4.5 | 3.9 | -3.1 | 1.9
CCC(C)NS(=O)(=O)c1cc2c3c(c1)CCC(=O)N3CCC2 (stereo unspecified) | 2.7 | -2.1 | 1.2 | 0.9 | 8.7 | 3.5 | 9.6 | -4.3 | 0.3
Cn1c(=O)c2[nH]c(CCCCCc3nc4ccccc4[nH]3)nc2n(C)c1=O | -3.1 | -5.5 | . | -0.7 | -11.9 | -2.8 | . | -3.5 | 1.8
Cc1cc(C)cc(OCC(=O)OCc2cc([N+](=O)[O-])cc3c2OCOC3)c1 | 0.2 | -1.9 | 1.0 | -0.2 | -5.5 | -13.5 | 5.1 | -1.0 | 16.8
CCc1ccc2cc(C)cnc2n1 | 1.7 | -0.3 | . | 3.6 | . | 6.1 | . | 13.9 | .
CCCCSC1(SCCCC)N=C(N)C2(C#N)C(c3ccccc3)NC(C)=CC12C#N (stereo unspecified) | 3.6 | -0.8 | . | -0.2 | -9.5 | -3.4 | 0.2 | -4.6 | -3.0
CC1CN(S(=O)(=O)c2ccc(F)cc2)C(C)N1C(=O)N1CCOCC1 (stereo unspecified) | 2.0 | -1.6 | 0.1 | 0.2 | 11.4 | -3.4 | 1.2 | -5.1 | 1.9
Cc1ccc2ncnc(NCCC(=O)O)c2c1 | -1.0 | -1.4 | 1.9 | -1.4 | 2.6 | 3.5 | -13.2 | 5.3 | 12.4
CCOC(=O)c1sc(NC(=O)c2ccccc2)cc1C | 0.6 | -7.7 | -4.3 | -0.8 | 18.8 | 8.0 | 2.1 | -4.1 | 21.6
CCOc1ccc(N(Cc2cc3cc(C)ccc3[nH]c2=O)S(=O)(=O)c2ccccc2)cc1 | -1.1 | -4.2 | -0.1 | -1.0 | -9.2 | 6.3 | -0.4 | -1.4 | 0.0
CCn1cc(C(=O)NCc2ccco2)c(=O)c2cc(S(=O)(=O)N3CC(C)CC(C)C3)ccc21 (stereo unspecified) | 0.5 | -2.7 | -0.9 | -1.6 | -0.4 | 8.2 | -1.8 | 0.2 | -9.6
COc1ccc(C2CCCN2C(=S)Nc2ccccc2C)cc1OC (stereo unspecified) | 2.5 | 2.8 | 0.4 | 2.8 | -3.0 | -3.4 | 7.8 | -5.8 | 12.0
CC(=O)c1c(C)cc(C)c(CSc2nnc(-c3ccco3)o2)c1C | 1.5 | -4.1 | -2.3 | 3.2 | 6.0 | 8.2 | -9.2 | 1.6 | -1.9
O=C1c2ccccc2-c2nc3ccccc3nc21 | -3.0 | -2.9 | 0.1 | . | -7.2 | -6.9 | -3.3 | 7.6 | 22.5
Cc1ccccc1OCCC(=O)OCC(=O)Nc1c(C)nn(-c2ccccc2)c1C | 1.2 | -1.3 | 6.5 | -0.9 | 2.9 | 6.2 | 1.0 | 15.8 | 6.2
O=C(Cc1cccs1)N(c1ccc(F)cc1)C1(C(=O)NC2CCCCC2)CCCC1 | -1.3 | -2.7 | 2.7 | . | -6.2 | 4.6 | -13.3 | -3.1 | -7.3
CCN(C1CCCCC1)S(=O)(=O)c1ccc(-n2cnnn2)c(C)c1 | 2.6 | 1.0 | -0.7 | 1.1 | 3.2 | 8.7 | -3.6 | 22.6 | 0.0
CN(C)c1cccc(C(=O)OCC(=O)N2CCc3ccccc3C2)c1 | 5.2 | -0.4 | -0.5 | . | 5.8 | -4.0 | -5.0 | -8.8 | -1.3
SMILES | FBA Mtb inh | FadD28 FP inh | UGM FP inh | BioA inh | MazEF act | PrPC surface inh | Rv3671c protease | BoNT F protease | GDH-TPI inh
COc1ccc(-c2nc(CS(=O)(=O)CC(=O)NC3CCC(C)CC3)c(C)o2)cc1 (stereo unspecified) | 3.3 | -0.9 | 0.1 | -1.0 | -2.0 | 3.4 | -0.3 | -0.9 | 7.8
O=C1N(Cc2cccc(Cl)c2)C[C@@H]2C[C@@H](c3ccc4nonc4c3)N3CCC[C@@]123 | -2.5 | -2.4 | -1.6 | -2.1 | 2.0 | -23.5 | 5.4 | -5.8 | -0.3
O=C(CCCn1c(=O)[nH]c2cc(Cl)ccc2c1=O)NCCC1=CCCCC1 | 0.5 | -2.2 | -2.6 | -1.8 | 31.6 | -0.7 | 3.1 | -8.4 | -6.8
S=C(NCCc1ccccc1)NC1CC1 | -1.4 | -1.3 | -1.0 | -1.4 | 2.8 | 0.1 | -11.9 | -1.1 | 3.1
CCOc1ccc(C2C([N+](=O)[O-])=C(C)N(C)C(=O)N2C)cc1OC (stereo unspecified) | -1.1 | -1.5 | 1.0 | . | -25.3 | -1.6 | 2.0 | -0.2 | 7.1
Cc1ccc(S(=O)(=O)Nc2ccc3c(c2)C(=O)N([C@@H](C)CO)C[C@@H](C)[C@@H](CN(C)CC2CC2)OCCCC[C@@H](C)O3)cc1 | -3.1 | -3.7 | . | 0.8&1.7 | 11.2 | 1.5 | . | -2.6 | 2.1
